Screens deposited in PubChem BioAssay by University of Kansas High Throughput Screening Laboratory.
Pf apPOL inh: Pf-apPOL DNA polymerase inhibition; inhibition, % at 10 µM; 210,000 compounds, 0.25% hits; AID 1794808; Recombinant Pf-apPOL, molecular beacon fluorescence, 1.5 h
mHTT-CaM PPI inh: disrupts binding of mutant huntingtin to calmodulin | P42858 | AlphaScreen His-mHTT/GST-CaM binding, luminescence | inhibition, % at 15 µM | 190,000 compounds, 3.6% hits;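 also: 0% = both proteins with DMSO and 100% = one protein alone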
An asterisk follows results filed as active; nt = no result given. Rule as the data show it: active = inhibition above about 50%; inactive = the rest.

structure,Pf apPOL inh,mHTT-CaM PPI inh
CCCNC(=O)c1nn2c(c1Br)NC(c1cccs1)CC2C(F)(F)F (stereo not drawn),0,-4
CC(C)NC(=O)c1ccccc1N,-6,nt
CC(=O)Nc1c(C)ccc(CNC(=O)COc2ccccc2C(=O)Nc2cc(C)cc(C)c2)c1C,0,-3
Cc1cc(C)n2nc(SCCC(=O)NC3CCCCC3)nc2n1,21,-2
CS(=O)(=O)Nc1ccc2oc3ccccc3c(=O)c2c1,-45,nt
O=C(CC1Sc2ccccc2NC1=O)Nc1cccc(Cl)c1 (stereo not drawn),2,1
O=C(CSc1nc2ccccc2s1)Nc1ccc(Cl)cn1,3,-6
Cc1cc(C(=O)Nc2ccc3c(c2)OCCO3)no1,10,nt
COc1ccccc1CNC(=O)C1CCN(c2cc(N3CCSCC3)ncn2)CC1,-1,7
O=C(O)CSc1nccn1Cc1ccccc1,1,0
Cc1cccc(N2CCN(C(=O)c3ccc4c(c3)N(C)C3CCCCN3C4=O)CC2)c1C (stereo not drawn),-4,22
CCOc1ccc(/C=C2\N=C(c3ccc(OC)cc3Cl)OC2=O)cc1,-2,20
CC1CC(=O)C2=C(C1)OC(N)=C(C#N)C2c1ccc(Br)s1 (stereo not drawn),2,0
CC(C)(C)[C@@H]1CCCC[C@H]1N,nt,-7
CS(=O)(=O)c1cccc(C(=O)Nc2cccc(Cl)c2)c1,3,-10
Oc1ccccc1C=NNc1nc2c(Cl)cc(Cl)cc2s1,0,nt
COc1ccc(-n2nc3c(c2NC(=O)c2ccc([N+](=O)[O-])cc2)CSC3)cc1,-6,35
CC1=C(C(=O)NCCCN2CCC(N3CCCCC3)CC2)C2(CCCCC2)OC1=O,-1,2
N#CC1=C(N)Oc2n[nH]c(-c3ccncc3)c2C1c1ccc(F)cc1 (stereo not drawn),-7,1
CC(C)(C)NCC(O)c1cc(O)cc(O)c1 (stereo not drawn),5,nt
Cn1c(=O)c(C(=O)Nc2nc3ccc(Br)cc3s2)c(O)c2ccccc21,-3,3
CCOc1ccc(N2CC(C(=O)NC3CCCc4ccccc43)CC2=O)cc1 (stereo not drawn),-2,9
Cc1ccc(C)c(CNC(=O)C2CCN(c3cnc4nccnc4c3)CC2)c1,1,8
COc1ccc(CC(=O)Nc2nc(CSC)cs2)cc1,-1,6
O=C(NCCN1CCN(S(=O)(=O)c2ccccc2)CC1)C(=O)Nc1ccc(F)cc1,-7,3

The list continues.
structure,Pf apPOL inh,mHTT-CaM PPI inh
C=CCSc1nc2[nH]ncc2c(=O)[nH]1,-7,-14
CC(=O)N1CCC(N2CCC(C(=O)Nc3ccc(F)cc3)CC2)CC1,-4,2
CCCn1cnc2c1c(=O)n(C(C)C)c(=O)n2-c1ccc(C)cc1,1,9
O=C1OC2(CCCCC2)OC(=O)C1=CNc1ccccc1C(F)(F)F,4,-8
CC(=O)Nc1ccc(S(=O)(=O)Nc2cccc(-c3nc4ccccc4[nH]3)c2)cc1,1,37
O=C(NCc1ccc(N2CCCCC2)nc1)c1ccccc1C(F)(F)F,-4,13
O=C(Nc1ccc(F)c(Cl)c1)C1CCN(c2cncnc2N2CCOCC2)CC1,-5,1
COc1cccc(CNC(=O)C2CCN(c3nnc(-c4ccccc4)o3)CC2)c1OC,0,11
COc1ccccc1C1=NOC(C(=O)Nc2ccccc2C(F)(F)F)C1 (stereo not drawn),1,-18
COc1ccc(NC(=O)/C(=C/c2cccc([N+](=O)[O-])c2)NC(=O)c2ccco2)cc1,0,8
O=C(Nc1cccnc1)c1ccc2nc(N3C(=O)CCC3=O)sc2c1,0,5
CCOC(=O)c1ccc(NC(=O)CSCc2ccco2)cc1,10,nt
O=C(c1ccccn1)N1CCN(c2nc(CN3CCOCC3)cs2)CC1,-4,11
COc1ccc(CC2(C)OC(c3ccc(C)cc3)=NN2C(C)=O)cc1 (stereo not drawn),-6,0
COC(=O)c1ccc(NC(=O)C(=O)NCC(O)c2sccc2C)cc1 (stereo not drawn),-8,-8
COc1ccc(CNC(=O)C2CCN(c3ccc(N4CCCCC4)nn3)CC2)cc1OC,-10,3
COc1cc(=O)n(-c2ccccc2)nc1C(=O)NC(c1ccccc1)c1ccccc1,-8,30
COc1cccc(CNC(=O)C2(C)CCCN(C(=O)Nc3cccc(Cl)c3)C2)c1 (stereo not drawn),-5,10
Cc1ccc(C2=Nc3cccnc3N(CC(=O)Nc3cc(C)cc(C)c3)C(=O)C2)cc1,1,12
CC(=O)c1ccc(Sc2nc3ccccc3s2)c([N+](=O)[O-])c1,4,8
COc1ccc(NC(=O)C2CCCCN2S(C)(=O)=O)c2ccccc12 (stereo not drawn),7,-9
COCC(C)NCc1ccccc1Br (stereo not drawn),-11,-10
CC(C)(C)NC(=O)c1nn2c(c1Cl)NC(c1ccco1)CC2C(F)(F)F (stereo not drawn),-10,13
O=S(=O)(c1ccc(F)cc1)N1CCc2nc(-c3ccccc3)ncc2C1,3,-4
CN(CCc1ccncc1)C(=O)c1cc2cn(C3CC3)cc2s1,12,14

Other compounds follow:
structure,Pf apPOL inh,mHTT-CaM PPI inh
CCC1CN(C(=O)NCc2ccc(C)cc2)c2cc(C)ccc2O1 (stereo not drawn),-3,1
CC(=O)N1c2ccc(S(=O)(=O)NCc3cccs3)cc2CC1C (stereo not drawn),2,8
O=C(OCc1cn([C@@H]2C[C@H](c3ccc(Cl)cc3)N(CC3CCCCC3)C[C@H]2O)nn1)c1ccccc1,-2,-8
O=c1[nH]cc(CN2CCOCC2)c(=O)[nH]1,11,3
O=C(c1ccc(OCC2CCCN(C(=O)c3ccc(F)cc3F)C2)cc1)N1CCOCC1 (stereo not drawn),-4,-10
COc1ccc(NC(=O)C2CCn3c(nc4ccccc43)C2)cc1 (stereo not drawn),-5,5
COCCN1C(=O)Cc2ccccc2C1C(=O)NCc1ccc(N2CCCCC2)cc1 (stereo not drawn),-1,26
CCOc1cc(C2Nc3ccccc3NC3=C2C(=O)CC(C)(C)C3)cc(Br)c1O (stereo not drawn),-9,5
CN(C)c1ccc(-c2nc3n(n2)C(c2cccnc2)C2=C(CC(C)(C)CC2=O)N3)cc1 (stereo not drawn),-1,3
CCn1c(=O)c2c(ncn2Cc2c(F)cccc2F)n(-c2ccc(C)cc2)c1=O,0,8
Cc1c(C(=O)NC(C)(C)CO)cccc1[N+](=O)[O-],-3,-4
O=C(NC1CC1)c1ccc(N2CCC(NCc3ccccc3O)C2)nc1 (stereo not drawn),4,-5
O=C(NC(NCc1ccccc1)C(Cl)(Cl)Cl)c1cccc([N+](=O)[O-])c1 (stereo not drawn),0,20
Cc1cc(N2CCC(NC(=O)Nc3cccc(F)c3)C2=O)ccc1F (stereo not drawn),4,-3
Cc1ccc(C(=O)N2CCc3nc(-c4ccccc4)ncc3C2)cc1C,-1,0
Cc1c(C)c2c(C)[nH]nc2oc1=O,nt,-4
CCOc1ccc(/C=C2/N=C(c3ccc(Cl)cc3)OC2=O)cc1OCC,-6,-5
Cc1c(Cl)c([N+](=O)[O-])nn1CC(=O)N1CCCCCC1,-5,8
Cc1cc(C)c(CNC(=O)C2CC(=O)N(c3cccc(NC(=O)C4CCC4)c3)C2)c(C)c1 (stereo not drawn),-1,2
CCCC(=O)N1CCC(COc2ccccc2C(=O)N2CCOCC2)CC1,-6,-1
CCCn1ncc(N2CCC(C(=O)NCCCc3ccccc3)CC2)cc1=O,-5,-2
O=C(CN1C(=O)CCC1=O)Nc1ncc([N+](=O)[O-])s1,-4,0
CCCc1cc(=O)[nH]c(SCC(=O)Nc2ccccc2Cl)n1,-4,3
COc1ccc(/C=C2\CCC(C3CCCC3)C2=O)c(OC)c1OC (stereo not drawn),-4,-5
CSC(=NS(=O)(=O)c1ccc(Cl)c(Cl)c1)SC,5,nt

Molecules above with bromine, in the order listed:
structure,Pf apPOL inh,mHTT-CaM PPI inh
CCCNC(=O)c1nn2c(c1Br)NC(c1cccs1)CC2C(F)(F)F (stereo not drawn),0,-4
CC1CC(=O)C2=C(C1)OC(N)=C(C#N)C2c1ccc(Br)s1 (stereo not drawn),2,0
Cn1c(=O)c(C(=O)Nc2nc3ccc(Br)cc3s2)c(O)c2ccccc21,-3,3
COCC(C)NCc1ccccc1Br (stereo not drawn),-11,-10
CCOc1cc(C2Nc3ccccc3NC3=C2C(=O)CC(C)(C)C3)cc(Br)c1O (stereo not drawn),-9,5

(cont.)
structure,Pf apPOL inh,mHTT-CaM PPI inh
Cc1ccc(-c2nnc(N3CCC(C(=O)NC(C)c4ccccc4)CC3)o2)cc1 (stereo not drawn),-8,40
CCOC(=O)c1c(-c2ccccc2)oc2c1cc(OC(=O)c1ccccc1OC)c1ccccc12,2,-8
COc1ccc(NC(=O)NC2(C(F)(F)F)Oc3ccc(Cl)cc3O2)c(OC)c1 (stereo not drawn),5,18
COc1ccccc1C=C1Oc2c(ccc(O)c2CN(C)C)C1=O,-5,6
CCOC(CNC(=O)c1ccc2c(c1)ncn2-c1ccc(OC)cc1)OCC,-5,9
COc1cc(/C=C2\C(=O)ON=C2C)cc(Br)c1OCc1ccc(C)cc1,14,70*
CC(/C=C/c1ccc(Br)cc1)=C\C(=O)O,-4,-3
N#Cc1c(-c2ccccc2)nc(NN=Cc2cccs2)[nH]c1=O,-7,nt
Cc1[nH]c2ccccc2c1C(Nc1ccccn1)c1ccc([N+](=O)[O-])cc1 (stereo not drawn),-1,97*
COc1cc(OC)cc(C(=O)Nc2ccc(S(=O)(=O)Nc3cc(OC)ncn3)cc2)c1,-6,3
O=C(CC1CCN(S(=O)(=O)c2cccs2)CC1)NCc1cccc(Cl)c1,3,-7
O=C(Nc1c(Cl)cccc1Cl)c1noc2c1CCCCC2,-3,-6
c1ccc(Oc2cccc(CN3CCSCC3)c2)cc1,-13,-5
O=c1[nH]c2ccccc2n1C1=CCNCC1,nt,-7
CC(=O)Oc1ccc2oc(=O)c(-c3ccccc3)c(C)c2c1,-3,-5
CC1=C(C(=O)Nc2ccccc2)C(c2ccc(Cl)cc2)n2ncnc2N1 (stereo not drawn),-8,8
O=C(Cc1csc(Nc2cccc(Cl)c2)n1)N1CCN(C(=O)c2ccco2)CC1,-23,11
COc1ccc(-n2nc3c(c2NC(=O)c2cccc(OC)c2)CS(=O)C3)cc1 (stereo not drawn),-1,-5
O=C(Nc1ccc(F)c(Cl)c1)C1CCN(S(=O)(=O)c2ccc(F)cc2)CC1,-10,-5
O=C(c1ccsc1)N1CCCn2cc(-c3ccc4c(c3)OCO4)nc21,-1,36
CN=C1S/C(=C\c2ccc(OCc3cccc(C(=O)O)c3)c(Br)c2)C(=O)N1C,-4,20
C[C@@]12CCC=C[C@H]1[C@H](c1ccc3ccccc3c1/C=C/c1ccccc1)N(Cc1ccccc1)C2=O,-7,38
COc1ccccc1C(=O)N1CCC(n2c(=O)oc3ccc(C)cc32)CC1,3,0
O=S(=O)(NCCCN1CCN(c2ccccc2)CC1)c1cccc(F)c1,1,-7
O=C(NCc1cccnc1)C1=C2CCCN2c2ccc(F)cc2S1(=O)=O,-3,-9

Some of the entries so far, with two lines to a compound.
Results follow in this order: Pf apPOL inh | mHTT-CaM PPI inh
- COc1cc(/C=C2\C(=O)ON=C2C)cc(Br)c1OCc1ccc(C)cc1
→ 14 | 70*
- CC(/C=C/c1ccc(Br)cc1)=C\C(=O)O
→ -4 | -3

More results follow:
structure,Pf apPOL inh,mHTT-CaM PPI inh
O=C(Nc1ccc(Cl)cc1)C1CCN(c2cncnc2N2CCOCC2)CC1,-4,16
CC(C)c1ccc(N2CC(C(=O)Nc3ccc(Cl)cc3Cl)CC2=O)cc1 (stereo not drawn),1,-1
COc1c(O)ccc(/C=C(\C#N)c2nc3ccccc3[nH]2)c1[N+](=O)[O-],-8,24
Cc1ccccc1CS(=O)(=O)Cc1ccc(C(=O)NCCc2ccc(Cl)cc2)o1,-7,12
Cc1ccc(NC(=O)Cn2nnc(-c3ccccc3)n2)c(C)c1,0,1
O=C1OC(c2cncc(Br)c2)=N/C1=C/c1ccc([N+](=O)[O-])cc1,1,-2
Cc1ccc(CN2CCCn3nc(C(=O)NCc4cccs4)cc3C2=O)cc1,-8,13
Cc1ccc(/C=C2\N=C(c3cccc(Br)c3)OC2=O)cc1,-5,-2
CCc1nc2c(NC(=O)c3ccc(Br)cc3)cccn2n1,1,0
CCC(C)c1ccccc1OCC(=O)Nc1cc(C)on1 (stereo not drawn),-1,-14
O=C(Nc1ccc(F)c(Cl)c1)N1CCC(n2c(-c3ccco3)nc3cccnc32)C1 (stereo not drawn),1,-3
Fc1ccc(-c2nn[nH]n2)cc1,-2,-1
CCOc1ccccc1C1C=C(c2ccc(I)cc2)Nc2ncnn21 (stereo not drawn),-1,10
CNC(=O)c1cc2cccc3c2n1CC(C)S3 (stereo not drawn),-6,0

An excerpt from above in order of molar mass, smallest number first:
structure,Pf apPOL inh,mHTT-CaM PPI inh
CCc1nc2c(NC(=O)c3ccc(Br)cc3)cccn2n1,1,0
O=C(Nc1ccc(F)c(Cl)c1)N1CCC(n2c(-c3ccco3)nc3cccnc32)C1 (stereo not drawn),1,-3
CCOc1ccccc1C1C=C(c2ccc(I)cc2)Nc2ncnn21 (stereo not drawn),-1,10
